Compound activity deposited in PubChem by National Center for Advancing Translational Sciences (NCATS).
Epigenetic mod: epigenetic GFP locus derepression in mouse cells. Potency, µM (titrated, usually from 46.1 µM), for inactives: top-dose GFP derepression (activation). 68,000 tested, 0.09% active. AID 597. mouse C127i GFP locus derepression, cytometry, 30 h; further: % of control where 0% means no effect
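Derepression screen: silenced CMV-GFP reporter in murine C127i cells, 30 h compound incubation at 37 C, washed cells imaged by laser-scanning cytometer to enumerate GFP-expressing objects of 20 to 120 um.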
4MU fluor: compounds fluorescent in 4-MU spectral region | compound autofluorescence, 340/450 nm, 4-MU equivalents; active compounds read high | max dye-equivalent concentration, M | 59,000 tested, 11% active | AID 589; in the data active means max dye-equivalent concentration above about 10 nM; inconclusive means mostly about 1.1 nM to 9.6 nM
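Compounds in 100 mM Tris, pH 8.0, sat 15 min at room temperature before fluorescence was read at 340 nm excitation/450 nm emission; a per-plate six-point 4-MU standard curve converted signals to dye-equivalent concentration at each compound concentration.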
BRCT PPI green: inhibitors of human BRCA1 BRCT-phosphoprotein interaction (green fluorophore). 75,000 tested, 0.05% active. AID 875. Potency, µM (series often up to 76.9 µM), for inactives: top-dose activity change, negative = inhibition, hits mostly inhibitors. BRCA1 BRCT-phosphopeptide binding, green fluorescence polarization;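 further: potency means the concentration at half of the fitted maximal effect; plate controls were peptide without protein for full effect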
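Fluorescence polarization: His-tagged BRCT (~35 kDa BRCA1 C-terminus, 250 nM) bound to 100 nM fluorescein-labeled phosphorylated 10-aa BACH1 peptide, pH 7.3 phosphate buffer with DTT and Tween 20. Compounds incubated 12 min at room temperature; inhibition read as lowered polarization.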
BRCT inh red: disrupts BRCA1 BRCT binding to phosphoprotein, red fluorophore readout; P38398; BRCT-phosphopeptide binding, red fluorescence polarization; Potency, µM (highest dose often 76.9 µM), inactives show at the top dose activity change, negative = inhibition, actives largely listed as inhibitors; 75,000 tested, 0.03% active; further: on the % scale 0 is the no-effect control and ±100 the full control effect
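Rhodamine-labelled pBACH1 10-mer (100 nM) bound to BRCT domain (100 nM) at pH 7.3; compounds incubated 12 min room temperature, polarization read. Free peptide defines full inhibition; unlabelled decapeptide titrated as control.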
Ub-GFP proteasome: proteasome inhibitors stabilizing ubiquitin-GFP reporter; 67,000 tested, under 10 active; Ubiquitin-GFP reporter cells, proteasome inhibition, GFP fluorescence; response scale: untreated = 0%, 10 µM MG-132 = 100%; Potency, µM (doses to about 45.9 µM), for the others: at the highest dose activation (GFP accumulation), hits mostly activators; active means well fitted activation curve with a large enough effect, not every such curve was filed as active; inconclusive means small, poorly fitted or top-dose-only effect, or another doubt; inactive means no such curve, though single readings can be large or run the other way; further: potency means the concentration at half of the fitted maximal effect
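Proteasome block read as GFP accumulation: ubiquitin(G76V)-GFP U2OS cells exposed to compound (2.9 nM–46 uM) for 4 hr at 37 C. Normalization used untreated cells as 0% and 10 uM MG-132 as 100%; concentration-response curves fitted.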
CRE Fsk mod: alters forskolin-stimulated CRE reporter signaling in CHO cells; 71,000 tested, 2.5% active; CHO CRE-bla reporter (cAMP response element driving beta-lactamase), forskolin EC10, beta-lactamase ratio; Potency, µM (doses to about 38.2 µM), without a hit: at the top dose activity change, negative = inhibition, hits mostly activators; active means well fitted activation curve with a large enough effect in the signal ratio, with a control signal flat, not every such curve was filed as active; inconclusive means small, poorly fitted or top-dose-only effect, or effect the other way, or a change in a side signal; the % refers to the signal ratio; further: potency means the concentration at half of the fitted maximal effect; % of control where 0% means no effect
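Forskolin analogue NKH 477 at EC10 stimulated CRE-driven beta-lactamase in CHO cells alongside compound dilution series. Beta-lactamase was measured with CCF4, excitation 405 nm, emission ratio 460/530 nm.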
Hsp90 Hop PPI: changes Hsp90-Hop TPR2A binding signal, up or down | 71,000 tested, 0.44% active | AID 595 | AlphaScreen TPR2A-His6 binding biotin-Hsp90 C-terminal peptide | Potency, µM (series often up to 57 µM), for the others: top-dose activity change, negative = inhibition; active means well fitted curve in either direction with a large enough effect; inconclusive means small, poorly fitted or top-dose-only effect, or another doubt; further: potency means the concentration at half of the fitted maximal effect; on the % scale 0 is the no-effect control and ±100 the full control effect; many of its hits are not listed in these tables
Pol III holo inh: DNA polymerase III holoenzyme inhibition; reconstituted DNA polymerase III holoenzyme replication, biochemical; Potency, µM (top dose mostly 57.1 µM), inactives show at the highest dose activity change, negative = inhibition; 71,000 tested, 0.25% active; AID 603; further: potency means the concentration at half of the fitted maximal effect; on the % scale 0 is the no-effect control and ±100 the full control effect
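Reconstituted *E. coli* holoenzyme (0.35 nM Pol III, 1 nM beta, 154 nM SSB, 2 nM primase) was preincubated with compound for 15 min at RT. Synthesis on 1.4 nM ssM13Gori ran 35 min, then was stopped with PicoGreen/EDTA and read as dsDNA fluorescence.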
HBB splicing: modulators of hemoglobin beta chain splicing | HBB splicing reporter cell assay, activation; EGFP reporter with mutant IVS2-654 intron; response scale: normalised to 500 nM splice-correcting PNA | Potency, µM (doses to about 46.1 µM), inactives show at the top dose activation, hits mostly activators | 65,000 tested, 0.06% active; further: potency means the concentration at half of the fitted maximal effect; 0% is about no effect
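HeLa cells stably expressing EGFP interrupted by mutant beta-globin intron 2 (IVS2-654), 500/well in 2% FCS. Treated with compound for 2 days at 37C. Splicing correction scored as total well GFP intensity (488 nm excitation, 500-520 nm emission); 500 nM antisense PNA served as control.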
A350 autofl: A350 region autofluorescence. Compound autofluorescence, 340/450 nm, Alexa 350 dye-equivalents; active compounds read high. max dye-equivalent concentration, M. 59,000 tested, 11% active. AID 590; in the data active means max dye-equivalent concentration above about 10 nM; inconclusive means mostly about 1.1 nM to 9.6 nM
15-hLO inh: 15-hLO (ALOX15) enzyme inhibition; P16050; purified 15hLO-1, xylenol orange hydroperoxide absorbance; Potency, µM (doses to about 57.1 µM), for the others: at the top dose activity change, negative = inhibition, hits mostly inhibitors; 74,000 tested, 1.4% active; further: potency means the concentration at half of the fitted maximal effect; on the % scale 0 is the no-effect control and ±100 the full control effect; nearly all actives have a fitted effect of over 55% in size
Target sequence (P16050 whole entry, looked up): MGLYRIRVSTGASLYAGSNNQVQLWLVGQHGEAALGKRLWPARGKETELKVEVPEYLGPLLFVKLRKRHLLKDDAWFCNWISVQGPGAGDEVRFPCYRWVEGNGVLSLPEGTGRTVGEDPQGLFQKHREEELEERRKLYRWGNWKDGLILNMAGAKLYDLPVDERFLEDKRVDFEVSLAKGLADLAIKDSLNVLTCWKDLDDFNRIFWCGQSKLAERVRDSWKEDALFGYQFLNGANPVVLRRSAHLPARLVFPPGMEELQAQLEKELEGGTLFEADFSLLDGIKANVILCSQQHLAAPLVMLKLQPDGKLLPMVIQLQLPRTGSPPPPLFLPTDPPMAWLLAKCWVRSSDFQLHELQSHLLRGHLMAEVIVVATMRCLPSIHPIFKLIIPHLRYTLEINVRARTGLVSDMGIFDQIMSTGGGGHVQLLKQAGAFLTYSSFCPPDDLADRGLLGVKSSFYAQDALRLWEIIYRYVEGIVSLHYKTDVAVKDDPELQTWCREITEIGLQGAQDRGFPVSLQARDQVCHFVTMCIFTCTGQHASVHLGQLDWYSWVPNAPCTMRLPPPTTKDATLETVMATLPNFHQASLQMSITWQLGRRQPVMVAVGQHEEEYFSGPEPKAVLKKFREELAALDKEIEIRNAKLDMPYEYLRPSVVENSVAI
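Hydroperoxide formed from arachidonic acid (50 uM) by purified human 15hLO-1 (40 nM) oxidizes ferrous iron, and the ferric-xylenol orange complex is read at 573 versus 405 nm. Compounds were preincubated 15 min; reaction ran 6 min at room temperature.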
Numbers without * were called inactive; i = inactive; u = inconclusive; x = not tested or not shown; [ ] = another dose, or the depositor's remark. Unless noted, the call rests on the fitted dose curve; in most records, active means well fitted curve in the direction sought with a large enough effect; inconclusive means small, poorly fitted or top-dose-only effect, or another doubt; inactive means no such curve, though single readings can be large; an effect the other way counts as inactive or inconclusive.

SMILES	Epigenetic mod	4MU fluor	BRCT PPI green	BRCT inh red	Ub-GFP proteasome	CRE Fsk mod	Hsp90 Hop PPI	Pol III holo inh	HBB splicing	A350 autofl	15-hLO inh
NC(Cc1ccccc1)=NCC(=O)O	0%[9.22 µM]	i	-1.0%[15.4 µM]	-0.1%[15.4 µM]	-6%[9.17 µM]	11%[7.6 µM]	-5%[11 µM]	3%[11.4 µM]	1.5%[9.22 µM]	i	2%[11.4 µM]
C[C@H](NC(=O)C1(c2ccccc2)CCN(C(=O)[C@H]2CSCN2C(=O)OC(C)(C)C)CC1)C(=O)O	-1%	i	-0.8%	-0.3%	2%	3%	-2%	-6%	1.4%	i	2%
CCOc1ccc(C(=O)N2CCCCCC2)cc1	0%	i	0.2%	-1.6%	-11%	14%	-3%	-4%	0.0%	i	-1%
NS(=O)(=O)c1ccc(CCNc2nc(CN3CCOCC3)nc3sc4c(c23)CCC4)cc1	0%	1e-08M*	-2.8%	-3.0%	0%	24%	-3%	-11%	-2.4%	1.5e-08M*	-20%
Cc1c(NC(=O)C(C)OC(=O)CC2Sc3ccccc3NC2=O)c(=O)n(-c2ccccc2)n1C (configuration not stated)	2%	i	-3.3%	0.2%	-5%	u	u	-2%	-0.1%	i	-45%
N[C@H](C(=O)O)[C@@H]1[C@@H](C(=O)O)C1(F)F	1%	x	1.7%	-1.1%	-6%	-3%	-6%	-3%	x	x	-18%[25.6 µM]
CCOc1ccccc1N=C1NC(=O)CS1	5%	i	-0.5%	1.0%	x	-3%	-2%	0%	0.6%[0.369 µM]	i	-5%
CCCCC1(CC)C(=O)NC(=O)NC1=Nc1ccc(OC)cc1 (configuration not stated)	2%	i	-1.2%	0.6%	7%	-3%	u	-1%	-0.7%	i	22%
CCC(=O)Oc1ccc(-c2nc(-c3cccnc3)no2)cc1	-2%	u	2.4%	-0.8%	0%	19%	-1%	-4%	1.2%[57.5 µM]	u	2%
Nn1c(CN2CCCCC2)nc2ccccc2c1=O	2%	i	-3.0%	0.2%	0%	-2%	0%	0%	-1.6%	i	9%
CC1(C(=O)O)CC(C)(C(=O)O)CC(C)(C(=O)O)C1 (configuration not stated)	-2%	i	-1.9%	-0.9%	-8%	-3%	1%	-9%	-1.2%	i	3%
COc1ccccc1-c1cc(C(=O)NC(C)c2ccccc2)no1 (configuration not stated)	2%	i	0.7%	-0.6%	10%	-2%	7%	-2%	-0.2%	i	-18%
COC(=O)CSc1nnc(CNC(=O)c2ccc(S(=O)(=O)N3CCCCC3)cc2)n1C	0%	i	3.1%	-2.4%	-3%	-1%	-3%	-1%	0.1%	i	-2%
COc1ccc(S(=O)(=O)NCCSc2ccc(C)cc2)cc1OC	-2%	x	-1.2%	-2.2%	4%	-6%	1%	-1%	0.0%[9.22 µM]	x	-13%
CCCOC(=O)c1ccc(NC(=O)c2cnccn2)cc1	0%	i	-0.1%	-0.1%	17%	-10%	0%	-4%	0.0%	i	1%
O=C(NCc1ccccc1)c1ccc(CN2CCOCC2)cc1	0%	x	-0.7%	0.2%	0%	-4%	-1%	0%	-1.1%	x	-1%
CCCCOCCCNC(=O)C1CCCCC1	-2%	x	3.1%	-0.5%	-9%[9.17 µM]	21%[7.6 µM]	-2%[11 µM]	-6%[11.4 µM]	-5.2%[0.0738 µM]	x	-2%[11.4 µM]
COc1ccc(-c2nc3cnc(Nc4ccccc4)nc3n(C[C@H]3CCCO3)c2=O)cc1	0%[9.22 µM]	u	-2.9%	0.3%	6%	u	-1%	-12%	1.4%	u	-5%
COCCCNc1oc(-c2ccccc2OC)nc1C#N	0%	8.8e-08M*	-0.6%	1.1%	1%	u	0%	-2%	5.0%[0.369 µM]	1.1e-07M*	5%
CCn1nc(C(=O)OC2CCOC2=O)c2ccccc2c1=O (configuration not stated)	5%	i	-3.0%	-1.0%	-2%	0%	-1%	u	1.9%[57.5 µM]	i	11%
Cc1[nH]cnc1CSCCN	-2%	i	-2.3%	-5.7%	3%	-5%	-6%	4%	3.8%	i	23%
O=C(NC1=NCCS1)c1cccc(S(=O)(=O)N2CCCCC2)c1	-2%	i	-1.6%	-0.1%	1%	-3%	-1%	-3%	-0.3%	i	u
Clc1ccc(Oc2nc(Oc3ccc(Cl)cc3)nc(N3CCOCC3)n2)cc1	-3%	i	-1.1%	-0.1%	-7%	-12%	22%	3%	-1.2%	i	-6%
Cc1nc2cc(NC(=O)NCc3ccc4c(c3)OCO4)ccc2o1	0%	i	-0.9%	-0.3%	-5%	-12%	0%	-6%	0.3%	i	6%
O=C(O)CN1C(=O)O[C@@H](c2ccccc2)C1=O	-2%[9.22 µM]	i	-0.7%[15.4 µM]	1.0%[15.4 µM]	-3%[9.17 µM]	7%[7.6 µM]	-2%[11 µM]	-3%[11.4 µM]	1.3%[9.22 µM]	i	-1%[11.4 µM]

Later entries
SMILES	Epigenetic mod	4MU fluor	BRCT PPI green	BRCT inh red	Ub-GFP proteasome	CRE Fsk mod	Hsp90 Hop PPI	Pol III holo inh	HBB splicing	A350 autofl	15-hLO inh
CCCNC(=O)C1=C(C)C(=O)OC12CCC(C)CC2 (configuration not stated)	-2%	x	0.3%	0.5%	22%	-1%	-2%	-7%	-0.7%	x	1%
COCCn1c(=N)c(C(=O)NCCc2ccc(OC)cc2)cc2c(=O)n3cccc(C)c3nc21	2%	3.7e-07M*	-0.7%	1.9%	7%	u	-2%	-13%	-1.1%[57.5 µM]	5.1e-07M*	-8%
CSc1nc2ccccc2n1CC(=O)Nc1ccccc1	-4%	x	-0.6%	0.9%	28%	-17%	-2%	-1%	-1.1%[9.22 µM]	x	-9%
N#CCSc1nnc(C2CCCCC2)n1Cc1ccccc1	4%	i	0.0%	1.6%	-2%	-2%	-2%	0%	-0.2%[57.5 µM]	i	16%
c1ccc(-c2nc(-c3ccco3)cs2)nc1	0%	5.4e-08M*	-1.5%	-0.2%	-3%	9%	-6%	-6%	1.4%	7e-08M*	5%
COc1ccc(C)cc1NC(=O)C1C2C=CC(C2)C1C(=O)O (configuration not stated)	0%	i	-3.1%	-1.4%	5%	5%	-4%	-1%	-1.5%	i	0%
CNC(=O)c1cc2cccc(OC)c2oc1=O	2%	1.1e-08M*	0.9%	-0.6%	-1%	2%	-1%	-9%	0.4%	1.3e-08M*	8%
O=C(Nc1ccc(Cl)cc1)C1CC2CCCC(C1)C2=O (configuration not stated)	0%	x	-1.3%	1.4%	7%[9.17 µM]	u	-4%[11 µM]	-3%[11.4 µM]	0.5%[0.0738 µM]	x	2%[11.4 µM]
Cc1nc(Nc2ccc(F)cc2)[nH]c(=O)c1CCC(C)C	5%	i	-7.8%	0.3%	-2%	u	-4%	-10%	2.1%	i	-17%
CCOc1ccc(NC(=O)C2CC(=O)N(C(C)C)C2)cc1 (configuration not stated)	-1%	i	0.3%	0.7%	-3%	-1%	0%	-4%	x	i	7%
COC(=O)c1ccc(NC(=O)CN(c2ccc(OC)cc2)S(C)(=O)=O)cc1	6%	i	1.1%	-2.2%	-5%	7%	1%	-6%	9.8%	i	-19%
COc1ccc(NC(=O)Cn2cccc2)c(OC)c1	0%	i	-0.9%	-1.1%	8%	4%	-3%	1%	-0.2%	i	9%
CCN(CC)CCCN1C(=O)C(=O)/C(=C(/O)c2cnn(-c3ccccc3)c2C)C1c1ccncc1 (configuration not stated)	-3%	i	0.6%	0.0%	10%	-16%	-3%	-2%	-0.4%	u	2%

Complete entries, quoted from the list. Order of values: Epigenetic mod | 4MU fluor | BRCT PPI green | BRCT inh red | Ub-GFP proteasome | CRE Fsk mod | Hsp90 Hop PPI | Pol III holo inh | HBB splicing | A350 autofl | 15-hLO inh
CCCNC(=O)C1=C(C)C(=O)OC12CCC(C)CC2 (configuration not stated) is entered as -2% | x | 0.3% | 0.5% | 22% | -1% | -2% | -7% | -0.7% | x | 1%
c1ccc(-c2nc(-c3ccco3)cs2)nc1 is entered as 0% | 5.4e-08M* | -1.5% | -0.2% | -3% | 9% | -6% | -6% | 1.4% | 7e-08M* | 5%
N#CCSc1nnc(C2CCCCC2)n1Cc1ccccc1 is entered as 4% | i | 0.0% | 1.6% | -2% | -2% | -2% | 0% | -0.2%[57.5 µM] | i | 16%
O=C(Nc1ccc(Cl)cc1)C1CC2CCCC(C1)C2=O (configuration not stated) is entered as 0% | x | -1.3% | 1.4% | 7%[9.17 µM] | u | -4%[11 µM] | -3%[11.4 µM] | 0.5%[0.0738 µM] | x | 2%[11.4 µM]
